AHR activator – human AHR activation | AHR-responsive luciferase reporter cells, luminescence | activation, % at 5 µM | hit rate 2.5% among 320,000; in the data active = activation above about 47%;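 note: 0% = vehicle wells and 100% = reference agonist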
Target sequence (P35869 whole entry, looked up): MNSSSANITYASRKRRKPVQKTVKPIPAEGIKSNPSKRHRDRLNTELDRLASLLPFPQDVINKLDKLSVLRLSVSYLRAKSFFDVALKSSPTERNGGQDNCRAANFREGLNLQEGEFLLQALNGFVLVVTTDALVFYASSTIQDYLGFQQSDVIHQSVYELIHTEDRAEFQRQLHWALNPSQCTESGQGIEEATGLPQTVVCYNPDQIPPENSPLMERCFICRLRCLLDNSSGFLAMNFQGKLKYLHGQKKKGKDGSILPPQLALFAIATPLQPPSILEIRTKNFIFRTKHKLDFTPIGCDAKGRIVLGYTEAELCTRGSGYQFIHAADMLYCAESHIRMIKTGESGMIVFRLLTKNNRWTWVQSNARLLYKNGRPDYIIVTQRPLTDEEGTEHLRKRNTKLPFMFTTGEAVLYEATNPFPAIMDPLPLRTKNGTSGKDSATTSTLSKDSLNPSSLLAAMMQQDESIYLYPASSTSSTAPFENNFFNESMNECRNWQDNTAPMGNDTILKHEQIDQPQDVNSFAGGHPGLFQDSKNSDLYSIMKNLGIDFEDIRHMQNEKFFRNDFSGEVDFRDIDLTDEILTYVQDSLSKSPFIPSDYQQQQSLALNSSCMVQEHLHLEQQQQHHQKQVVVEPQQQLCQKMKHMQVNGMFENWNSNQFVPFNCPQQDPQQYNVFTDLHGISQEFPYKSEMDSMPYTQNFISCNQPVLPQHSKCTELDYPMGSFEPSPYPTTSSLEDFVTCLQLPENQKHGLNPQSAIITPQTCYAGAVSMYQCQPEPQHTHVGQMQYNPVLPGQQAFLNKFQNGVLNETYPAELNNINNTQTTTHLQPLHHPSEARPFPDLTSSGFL
AGP1-GFP MLPCN – modulators of TOR pathway AGP1-GFP in S. cerevisiae | S. cerevisiae AGP1-GFP multiplex flow cytometry, 3 h; GFP as percent of DMSO wells | GFP response vs DMSO, % at 10 µM | hit rate 0.02% among 320,000 | AID 2066;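 active = GFP response relative to DMSO above a set limit, near screen average plus 3 SD, cut at about 150% in these data; inconclusive = fewer than 70 cells counted for the yeast strain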;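 note: median GFP channel fluorescence of the gated AGP1 strain per well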
LAP4 TOR yeast – alters LAP4-GFP fluorescence in TOR pathway yeast screen; S. cerevisiae LAP4-GFP multiplex, flow cytometry GFP, 3 h; median GFP as percent of DMSO wells; GFP response vs DMSO, % at 10 µM; hit rate 0.34% among 320,000;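 active = GFP response vs DMSO above a set limit, about the screen mean plus 3 SD, cut at about 150% in these data; inconclusive = under 70 cell events counted for the yeast strain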
Efflux pump inh – blocks antifungal efflux pumps in multiplex yeast assay | hit rate 0.44% among 330,000 | inhibition, % at 10 µM | AID 485275 | S. cerevisiae Candida pump triplex, Nile Red efflux;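 active = plate passing quality check with inhibition over a set limit, or well fluorescence over plate mean plus 4 SD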;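 note: Nile Red retained in pooled yeast measured as flow cytometry median fluorescence; 0% = buffer negative control and 100% = Enniatin B positive control; higher means more Nile Red kept so more efflux inhibition; some compounds called inactive have numbers as strong as hits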
CIT2 TOR yeast – yeast TOR pathway CIT2-GFP modulation. S. cerevisiae CIT2-GFP strain, flow cytometry, 3 h; 100 means same as DMSO wells. GFP response vs DMSO, % at 10 µM. hit rate 0.065% among 320,000;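 active = GFP response relative to DMSO above a set limit, near the screen mean plus 3 SD, cut at about 150% in these data; inconclusive = Fewer than 70 cells measured for a yeast strain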;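 note: ratio of well median GFP fluorescence to mean of DMSO wells on the plate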
Yeast superoxide – lowers age-related superoxide in aged yeast cells | S. cerevisiae aged cells, superoxide DHE fluorescence; hits give low values | superoxide response (% of plate mean), % at 10 µM | hit rate 0.18% among 330,000 | AID 2690;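 active = superoxide response under a set limit, about three screen SD below normal, cut at about 65% in these data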;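 note: yeast aged for seven days with compound at 30 °C before DHE staining; 100% = average MFI of all compound-treated wells on the plate with controls excluded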
RPL19A TOR yeast – alters RPL19A-GFP fluorescence in TOR pathway yeast screen; S. cerevisiae RPL19A-GFP strain, flow cytometry, 3 h; hits give low values; percent response vs DMSO, % at 10 µM; hit rate 0.3% among 330,000; AID 2025;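 active = percent response vs DMSO below 50%; inconclusive = fewer than 70 events counted for the yeast strain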;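 note: median channel GFP fluorescence of the barcoded RPL19A-GFP strain; ratio of sample median GFP to plate DMSO average so 100% = DMSO; lower means less RPL19A-GFP as with rapamycin TOR inhibition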
MEP2-GFP yeast – yeast TOR pathway MEP2-GFP modulation; hit rate 0.51% among 330,000; S. cerevisiae MEP2-GFP strain, flow cytometry GFP, 3 h; 100% = DMSO control level; GFP response vs DMSO, % at 10 µM;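 active = GFP response versus DMSO above a set limit, roughly screen mean plus 3 SD, cut at about 180% in these data; inconclusive = fewer than 70 cells counted for a yeast strain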;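 note: median GFP fluorescence of the barcode-gated MEP2-GFP cells per well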
Numbers without * were called inactive; ? = inconclusive; . = not tested or not shown; [ ] = another dose, or the depositor's remark. Outcome played no part in choosing rows; 3.9% or so of the library scored in one or more.

SMILES	AHR activator	AGP1-GFP MLPCN	LAP4 TOR yeast	Efflux pump inh	CIT2 TOR yeast	Yeast superoxide	RPL19A TOR yeast	MEP2-GFP yeast
Cc1nnc(N2C(=O)C(=O)/C(=C(\O)c3ccc4c(c3)CC(C)O4)C2c2ccccc2)s1 (configuration not stated)	3.4	116.8	114.9	-0.3	107.0	92.4	105.5	105.5
CCN1C(=O)N[C@@H](c2ccccc2)[C@H](C(=O)OC)[C@H]1C	-3.1	86.8	130.3	-0.1	108.5	102.8	95.0	89.3
COc1ccc(/C=N/NC(=O)c2cc3cc(OC)c(OC)cc3[nH]2)cc1	33.4	96.0	94.1	0.1	97.7	105.2	107.4	101.7
O=S(CC(O)COCc1ccc(Cl)cc1)c1ccccn1 (configuration not stated)	3.4	106.2	102.2	-2.6	99.8	94.5	101.9	108.0
COc1cccc(C(=O)COC(=O)C(C)N2C(=O)C3C4C=CC(C4)C3C2=O)c1 (configuration not stated)	5.3	100.8	100.0	0.2	101.8	111.7	96.7	101.5
Cc1cccc(-c2cc(=O)c(C(=O)O)cn2-c2ccc(F)cc2F)c1	2.5	79.4	128.0	-0.1	69.3	93.9	100.0	95.5
CCOC(=O)CCC(=O)N1CCOCCOCCN(C(=O)CCC(=O)OCC)CCOCC1	-2.7	93.0	97.1	0.0	90.7	89.9	95.4	95.1
CN(CC1CCCO1)S(=O)(=O)c1ccc(C(=O)Nc2nnc(-c3ccccc3)o2)cc1 (configuration not stated)	0.8	100.5	103.1	-0.2	95.6	92.7	95.7	92.3
CN(C)c1ccc(C2Nc3ccccc3C(=O)N2CCN2CCNC2=O)cc1 (configuration not stated)	3.9	104.0	100.4	-0.2	103.0	120.7	96.5	90.8
CC(=O)c1cccc(N/C=C\C(=O)c2ccc(C)cc2)c1	3.3	95.5	109.7	-0.1	95.3	96.8	95.9	107.7
CC(OC(=O)c1ccc(S(=O)(=O)NCc2ccco2)cc1)C(=O)Nc1ccccc1 (configuration not stated)	5.2	95.5	100.9	0.2	88.1	119.6	96.4	103.2
COc1cc(Cl)ccc1OCc1cc(C(=O)NC2CCc3ccccc32)no1 (configuration not stated)	10.2	95.2	103.1	0.3	89.9	104.6	95.4	97.2
COC(=O)c1ccc(OCC(O)CNC2CCCC2)cc1 (configuration not stated)	1.4	98.2	86.5	-0.2	99.1	95.0	100.1	93.7
Cn1cc(/C=C/c2nc3ccccc3c(=O)n2-c2cccc([N+](=O)[O-])c2)c2ccccc21	28.4	110.0	101.5	0.1	104.1	100.9	107.4	103.1
O=C(/C=C/c1ccc(O)cc1)c1ccccc1	4.2	80.5	122.0	0.1	69.8	119.7	97.0	88.7
COc1ccc(NC(=O)CN2C(=O)COc3ccc(S(=O)(=O)N4CCCCC4)cc32)cc1OC	7.4	98.9	97.8	0.1	102.1	78.6	97.8	100.3
CC1(C)C=C(c2ccc(O)cc2)CC(C)(C)N1	-1.2	102.2	98.4	1.1	103.2	105.9	99.2	100.3
Cc1ccc(C(=O)NNC(=O)C2CCN(S(=O)(=O)c3ccc(C)cc3)CC2)cc1	0.3	106.3	104.9	-0.1	107.3	100.1	99.4	100.5
CN(C)C(=O)c1ccc2c(c1)C1C3CCC(C3)C1C(c1ccccc1)N2 (configuration not stated)	4.2	108.7	108.1	0.3	102.5	94.0	118.5	113.6
COc1cc(OC)cc(C(=O)OCn2nnc3ccccc3c2=O)c1	0.1	100.5	98.0	-0.1	96.5	78.5	99.1	100.6
Cn1c(SC2CCCCC2=O)nnc1-c1ccccc1F (configuration not stated)	7.8	109.1	98.0	-0.1	93.6	108.2	97.5	104.3
COc1ccc(C(=O)Nc2ccc(C(=O)N3CCCC3)cc2)cc1[N+](=O)[O-]	-4.6	106.1	100.9	0.6	98.2	93.2	111.3	109.7
CC(=O)c1cccc(-n2nnnc2SCC(=O)Nc2cc(C)on2)c1	12.7	100.7	104.7	0.3	98.5	92.5	100.7	100.6
Cc1cc(Cl)ccc1OCC(=O)Nc1cccnc1	-1.2	81.2	87.9	0.0	93.6	105.3	88.4	100.7
O=C(Cc1ccccc1[N+](=O)[O-])N1CCN(S(=O)(=O)c2ccccc2)CC1	16.6	96.8	92.1	0.1	94.2	105.6	95.4	99.4

Look-ups from the list:
Yeast superoxide with O=C(Cc1ccccc1[N+](=O)[O-])N1CCN(S(=O)(=O)c2ccccc2)CC1 reads 105.6
AGP1-GFP MLPCN with CN(CC1CCCO1)S(=O)(=O)c1ccc(C(=O)Nc2nnc(-c3ccccc3)o2)cc1 (configuration not stated) reads 100.5

6 records drawn at random from those above:
SMILES	AHR activator	AGP1-GFP MLPCN	LAP4 TOR yeast	Efflux pump inh	CIT2 TOR yeast	Yeast superoxide	RPL19A TOR yeast	MEP2-GFP yeast
Cc1nnc(N2C(=O)C(=O)/C(=C(\O)c3ccc4c(c3)CC(C)O4)C2c2ccccc2)s1 (configuration not stated)	3.4	116.8	114.9	-0.3	107.0	92.4	105.5	105.5
O=S(CC(O)COCc1ccc(Cl)cc1)c1ccccn1 (configuration not stated)	3.4	106.2	102.2	-2.6	99.8	94.5	101.9	108.0
COc1ccc(C(=O)Nc2ccc(C(=O)N3CCCC3)cc2)cc1[N+](=O)[O-]	-4.6	106.1	100.9	0.6	98.2	93.2	111.3	109.7
O=C(/C=C/c1ccc(O)cc1)c1ccccc1	4.2	80.5	122.0	0.1	69.8	119.7	97.0	88.7
CC1(C)C=C(c2ccc(O)cc2)CC(C)(C)N1	-1.2	102.2	98.4	1.1	103.2	105.9	99.2	100.3
COc1cc(Cl)ccc1OCc1cc(C(=O)NC2CCc3ccccc32)no1 (configuration not stated)	10.2	95.2	103.1	0.3	89.9	104.6	95.4	97.2

(next part)
SMILES	AHR activator	AGP1-GFP MLPCN	LAP4 TOR yeast	Efflux pump inh	CIT2 TOR yeast	Yeast superoxide	RPL19A TOR yeast	MEP2-GFP yeast
Nc1c(C(=O)Nc2ccccc2)c2nc3ccccc3nc2n1CCCN1CCOCC1	-6.2	?	78.3[may fluoresce violet]	0.3	?	120.1	41.7*[may fluoresce violet]	116.7[may fluoresce violet]
Cc1ccc(C)c2c1cc(C)c1nnc(SCC(=O)Nc3nc4c(s3)CCCC4)n12	1.6	96.8	88.6	-0.2	103.5	103.2	97.6	103.8
CN(Cc1ccccc1)c1nc2c(c(=O)[nH]c(=O)n2C)n1CCCc1ccccc1	0.2	98.0	103.5	0.1	101.3	111.6	93.8	93.2
O=C(O)CCn1c(SCCOc2ccccc2)nc2ccccc21	-2.9	94.0	97.7	0.0	98.9	108.6	105.6	111.8
O=C(COC(=O)c1cc(=O)[nH]c2ccccc12)NC(=O)c1ccccc1	1.7	87.3	89.8	0.5	79.6	115.4	94.2	96.4
COc1ccc(NCc2cc(=O)[nH]c3ccccc23)cc1	.	99.4	95.4	-0.3	104.2	100.4	99.6	90.3
COc1ccc(CC(=O)N2CCCc3ccccc32)cc1OC	7.5	110.0	109.1	0.0	106.0	102.6	107.4	103.5
O=C(/C=C/c1cccc([N+](=O)[O-])c1)OC1CCCCC1=O (configuration not stated)	-1.4	95.8	102.8	0.1	92.8	102.0	104.7	88.9
O=C(NCc1ccncc1)C(=O)NCC1OCCN1S(=O)(=O)c1ccc(Cl)cc1 (configuration not stated)	-2.2	108.6	105.7	0.6	97.0	106.3	93.7	95.8
Brc1cccc(CN2CCCCCC2)c1	.	104.4	93.5	0.0	107.0	104.0	104.5	106.7
C=CCOc1cccc(C(=O)/C=C2/C(=O)Nc3ccccc32)c1	31.6	104.9	127.1	-0.2	105.3	108.0	92.8	118.4
COc1ccc(C2=NN(CN3C(=O)C(=O)c4ccccc43)C(c3cccc([N+](=O)[O-])c3)C2)cc1 (configuration not stated)	21.0	96.0	103.8	-0.1	103.8	86.9	104.6	105.0
COC(=O)C1=C(C(=O)OC)C2C(C)=CC(C)=CN2C(C(=O)OC)=C1C(=O)OC (configuration not stated)	3.9	100.5	100.2	0.6	95.1	102.9	102.6	100.0
CCOC(=O)CNC(=O)Cn1cnc2c(nnn2-c2ccccc2)c1=O	-1.0	114.7	108.8	0.0	105.3	96.7	105.3	106.1
COc1ccc2nc(NC(=O)c3cccc(-c4cc5ccccc5oc4=O)c3)sc2c1	12.5	102.7	109.0	-0.2	104.3	136.9	104.1	106.6
CSc1ccc(S(=O)(=O)NCCOc2ccccc2C)cc1	1.2	81.9	78.5	0.0	73.0	92.4	115.2	95.5
Cc1cccc(-n2nc(C)cc2N)c1	5.7	104.4	109.2	0.0	99.4	104.8	97.3	108.3
CC(C)(CNC(=O)CCC1CCCC1)CNC(=O)CCC1CCCC1	-2.0	109.6	106.8	-0.2	98.4	107.4	95.8	103.5
Cc1ccccc1Nc1c(-c2ccncc2)nc2ccc(Br)cn12	13.1	103.3	94.6	0.0	101.2	100.4	102.7	103.5
Cc1cc2ccccc2n1CCNC(=O)COc1ccccc1	8.7	94.9	102.2	-0.2	94.3	103.7	94.8	95.7
CC(C)(C)C(=O)COC(=O)C1CC(=O)N(c2ccccc2)C1 (configuration not stated)	-0.1	117.9	103.4	-0.1	108.2	79.4	109.3	108.0
CN(CC(O)COc1ccc(S(=O)(=O)N2CCOCC2)cc1Cl)C1CCCCC1 (configuration not stated)	1.0	99.2	87.8	0.3	78.7	105.8	102.8	94.5
CC(C)COc1ccc(C(=O)N2C(=O)c3ccc(N)cc3C2=O)cc1	0.2	105.2	111.8	0.3	100.1	118.9	98.8	96.6
COc1ccccc1NC=C1C(=O)OC(C)(C)OC1=O	0.0	109.4	104.0	0.1	109.6	95.3	106.1	104.9
Brc1ccccc1Cn1cnc2ccccc21	1.9	107.3	100.8	0.1	115.2	97.6	108.2	110.9
Cc1cccc(C(=O)OCC(=O)NC23CC4CC(CC(C4)C2)C3)c1O	-1.3	101.8	98.1	0.1	97.5	86.8	99.9	94.5
O=C(c1ccccc1)N1CCN(S(=O)(=O)c2ccccc2)CC1	0.9	100.4	108.8	0.1	87.5	99.0	94.7	98.7

Whole records, quoted from the list.
Listed for COc1ccc(CC(=O)N2CCCc3ccccc32)cc1OC : AHR activator = 7.5; AGP1-GFP MLPCN = 110.0; LAP4 TOR yeast = 109.1; Efflux pump inh = 0.0; CIT2 TOR yeast = 106.0; Yeast superoxide = 102.6; RPL19A TOR yeast = 107.4; MEP2-GFP yeast = 103.5
Listed for CCOC(=O)CNC(=O)Cn1cnc2c(nnn2-c2ccccc2)c1=O : AHR activator = -1.0; AGP1-GFP MLPCN = 114.7; LAP4 TOR yeast = 108.8; Efflux pump inh = 0.0; CIT2 TOR yeast = 105.3; Yeast superoxide = 96.7; RPL19A TOR yeast = 105.3; MEP2-GFP yeast = 106.1
Listed for O=C(c1ccccc1)N1CCN(S(=O)(=O)c2ccccc2)CC1 : AHR activator = 0.9; AGP1-GFP MLPCN = 100.4; LAP4 TOR yeast = 108.8; Efflux pump inh = 0.1; CIT2 TOR yeast = 87.5; Yeast superoxide = 99.0; RPL19A TOR yeast = 94.7; MEP2-GFP yeast = 98.7
